Screens (PubChem BioAssay)
IMPase inh: IMPase inhibition in cells; 120,000 tested, under 10 active; P97697; inhibition (IP1 accumulation), % at 46.1 µM; AID 901; CHO-M1 cells, IP1 accumulation, HTRF TR-FRET ratio; active means well fitted curve in the direction sought with a large enough effect in the signal ratio, not every such curve was filed as active; inconclusive means small, poorly fitted or top-dose-only effect, or a change in a side signal; inactive means no such curve, though single readings can be large or run the other way; the % refers to the signal ratio;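 further: cells stimulated with carbachol in lithium chloride buffer; plate controls were DMSO basal wells for no effect and reference inhibitor wells for full effect; higher means more IMPase inhibition seen as more IP1 and lower FRET ratio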
Target sequence (P97697 whole entry, looked up): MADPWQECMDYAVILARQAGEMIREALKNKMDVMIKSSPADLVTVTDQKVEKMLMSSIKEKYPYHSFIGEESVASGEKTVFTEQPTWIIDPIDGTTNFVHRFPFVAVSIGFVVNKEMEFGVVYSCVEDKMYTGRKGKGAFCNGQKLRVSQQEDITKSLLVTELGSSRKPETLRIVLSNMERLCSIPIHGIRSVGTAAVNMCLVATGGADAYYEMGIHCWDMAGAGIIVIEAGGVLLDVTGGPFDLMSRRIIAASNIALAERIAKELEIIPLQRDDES
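Cellular IMPase inhibition is scored as a rise in cytosolic IP1, detected by competitive TR-FRET between d2-labelled IP1 and a europium anti-IP1 antibody. M1-expressing CHO cells were stimulated with carbachol for 30 min at 37C, with lithium (50 mM LiCl) present in the buffer.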
12-hLO inh: inhibitors of human 12-lipoxygenase (ALOX12); P18054; purified 12-hLO, xylenol orange hydroperoxide absorbance; Potency, µM (series often up to 57.1 µM), for inactives: at the highest dose activity change, negative = inhibition, hits mostly inhibitors; 150,000 tested, 0.12% active; AID 1452; further: potency means the concentration at half of the fitted maximal effect; nearly all actives have a fitted effect of over 55% in size; many of its hits are not listed in these tables
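Lipoxygenase turnover measured by absorbance at 573 and 405 nm after Fe-XO development. Human 12hLO 150 nM, arachidonate 40 uM, pH 7.0 Hepes buffer with detergent; 15 min compound preincubation, 30 min reaction.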
ALOX15B inhib: blocks human 15-lipoxygenase 2 activity; purified 15hLO-2, xylenol orange hydroperoxide absorbance; 110,000 tested, 0.56% active; Potency, µM (top dose mostly 57.1 µM), for the others: at the top dose activity change, negative = inhibition, actives largely listed as inhibitors; O15296; further: potency means the concentration at half of the fitted maximal effect; nearly all actives have a fitted effect of over 60% in size; many of its hits are not listed in these tables
Target sequence (O15296 whole entry, looked up): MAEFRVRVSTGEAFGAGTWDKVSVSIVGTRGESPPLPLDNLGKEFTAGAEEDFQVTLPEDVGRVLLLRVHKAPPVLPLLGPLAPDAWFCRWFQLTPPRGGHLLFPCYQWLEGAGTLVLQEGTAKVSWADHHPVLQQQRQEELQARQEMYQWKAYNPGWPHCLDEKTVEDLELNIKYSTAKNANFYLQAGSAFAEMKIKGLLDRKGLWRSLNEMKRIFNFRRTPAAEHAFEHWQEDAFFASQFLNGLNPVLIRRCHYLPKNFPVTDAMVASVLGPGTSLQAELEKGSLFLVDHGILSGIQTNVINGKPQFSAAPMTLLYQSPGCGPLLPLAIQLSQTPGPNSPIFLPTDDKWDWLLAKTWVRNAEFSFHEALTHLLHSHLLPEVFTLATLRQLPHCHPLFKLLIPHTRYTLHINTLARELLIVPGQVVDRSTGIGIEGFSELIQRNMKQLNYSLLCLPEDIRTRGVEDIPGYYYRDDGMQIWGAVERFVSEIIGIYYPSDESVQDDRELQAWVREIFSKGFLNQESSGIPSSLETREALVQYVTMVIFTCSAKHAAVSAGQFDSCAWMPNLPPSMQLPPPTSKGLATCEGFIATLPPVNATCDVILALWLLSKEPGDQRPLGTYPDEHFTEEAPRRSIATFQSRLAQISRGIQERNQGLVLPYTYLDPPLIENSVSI
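Enzyme 50 nM, AA 45 uM, 25 mM Hepes pH 7.5 + 0.01% Triton X-100; cpd preinc 15 min RT, rxn 90 min RT; stop/detect with 200 uM XO + 300 uM Fe(II) in 50 mM H2SO4, 30 min; A573/A405.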
PNC assembly inh: blocks assembly of the perinucleolar compartment. PC3M PTB-GFP, PNC prevalence imaging, 16 h; hits give low values. activity change (PNC), negative = inhibition, % at 10 µM. 140,000 tested, 3.1% active. AID 2417;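 active means readout at or below -70, meaning at least 70% loss of cells showing the perinucleolar compartment, a nuclear body marking cancer cells; inconclusive means readout between -30 and a set limit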;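 further: plate controls were DMSO wells for no effect and camptothecin positive control wells for full effect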
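Read-out is percentage of cells bearing a perinucleolar compartment, from automated 20x imaging of fixed, Hoechst-stained PC3M PTB-GFP cells. Cells were seeded 4 h, then exposed 16 h to compound (23 nl of library stock) in duplicate plates.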
Active calls of the source: *; [ ] = another dose, or the depositor's remark. Unless noted, the call rests on the fitted dose curve; in most records, active means well fitted curve in the direction sought with a large enough effect; inconclusive means small, poorly fitted or top-dose-only effect, or another doubt; inactive means no such curve, though single readings can be large; an effect the other way counts as inactive or inconclusive. Unless noted, on the % scale 0 is the no-effect control and ±100 the full control effect. A portion of the library (hit frequency here may not be typical).

What do the screens show for `Cc1scc(C(=O)Nn2cnnc2)c1-c1ccccc1`?
IMPase inh: 8; 12-hLO inh: -1%; ALOX15B inhib: 5%; PNC assembly inh: 56

What do the screens show for `COc1cc(C2C(C(=O)c3ccc(C)o3)=C(O)C(=O)N2c2cc(C)on2)cc(Br)c1O` (stereo not given)?
IMPase inh: -3; 12-hLO inh: -18%; ALOX15B inhib: inconclusive; PNC assembly inh: -3

How did Cc1ccc(-c2csc(NC(=O)CSc3nc(C)cs3)n2)cc1 do in these assays?
IMPase inh: 10; 12-hLO inh: -14%; PNC assembly inh: -20

How did CCOC(=O)c1c(NC(=S)Nc2ccccc2)sc(C)c1C do in these assays?
IMPase inh: 1; 12-hLO inh: -1%; PNC assembly inh: inconclusive

Results for O=C(CCCSc1nc2ccccc2s1)NCc1ccco1 ?
IMPase inh: 0; 12-hLO inh: 5%; ALOX15B inhib: -7%; PNC assembly inh: -2

What do the screens show for `CC[C@H](C)NC(=O)c1ccc(Cn2c(=S)[nH]c3c([nH]c4ccc(OC)cc43)c2=O)cc1`?
IMPase inh: -5; 12-hLO inh: 2%; PNC assembly inh: 35

Results for O=C(CCn1c(=O)[nH]c2ccsc2c1=O)N1CCN(Cc2ccc3c(c2)OCO3)CC1 ?
IMPase inh: 1; 12-hLO inh: 1%; ALOX15B inhib: 2%; PNC assembly inh: inconclusive

How did Cc1ccc(C(=O)C(C)OC(=O)C2=COCCO2)cc1C (stereo not given) do in these assays?
IMPase inh: -5; 12-hLO inh: -2%; ALOX15B inhib: 4%; PNC assembly inh: 18

Results for Cn1cc(-c2nnnn2-c2ccccc2)c(=O)c2ccccc21 ?
IMPase inh: 2; 12-hLO inh: 9%; ALOX15B inhib: 8%; PNC assembly inh: 30

What do the screens show for `O=C(Nc1ccc2[nH]c3c(c2c1)CCCC3)c1ccco1`?
IMPase inh: 4; 12-hLO inh: 4%; ALOX15B inhib: -19%; PNC assembly inh: 39

How did CC(C(=O)NCCN1C(=O)S/C(=C\c2cccnc2)C1=O)N1C(=O)c2ccccc2C1=O (stereo not given) do in these assays?
12-hLO inh: -2%; PNC assembly inh: -105*

Results for COc1ccc(C(C(=O)NC(C)(C)C)N(Cc2ccco2)C(=O)CCC(=O)Nc2cc(C)on2)cc1 (stereo not given) ?
IMPase inh: -3; 12-hLO inh: -2%; ALOX15B inhib: 3%; PNC assembly inh: 6

How did Oc1ccc(CN2CCc3ccccc3C2)c2cccnc12 do in these assays?
IMPase inh: -4; 12-hLO inh: inconclusive; ALOX15B inhib: 52%[activator]; PNC assembly inh: -6

How did O=C(NCc1ccccn1)c1cccc([N+](=O)[O-])c1 do in these assays?
IMPase inh: 3; 12-hLO inh: -5%; ALOX15B inhib: 8%; PNC assembly inh: 23

Results for Cc1sc2ncnc(SCC(=O)N3CCCC3)c2c1C ?
IMPase inh: 9; 12-hLO inh: -6%; ALOX15B inhib: -2%; PNC assembly inh: -22

Results for Cn1nc(C(=O)NC2CCCCC2)c2ccccc2c1=O ?
IMPase inh: 0; 12-hLO inh: 6%; ALOX15B inhib: 6%; PNC assembly inh: inconclusive

What do the screens show for `O=C(Nc1ccc2nc(-c3ccccc3)oc2c1)c1ccco1`?
IMPase inh: -2; 12-hLO inh: -2%; ALOX15B inhib: 5%; PNC assembly inh: -7

How did Cc1ccc2cc(CN(C)C(=O)C3CCCO3)c(=O)[nH]c2c1 (stereo not given) do in these assays?
IMPase inh: 0; 12-hLO inh: -2%; ALOX15B inhib: 1%; PNC assembly inh: 33

Results for Cc1cc(N2C(=O)C(O)=C(C(=O)c3ccco3)C2c2ccc(O)cc2)no1 (stereo not given) ?
IMPase inh: -18; 12-hLO inh: 3%; ALOX15B inhib: -1%; PNC assembly inh: -15

How did CCc1ccc2[nH]c(=O)c(CN(CCCN3CCOCC3)C(=O)Nc3cccc(Cl)c3)cc2c1 do in these assays?
IMPase inh: 7; 12-hLO inh: -16%; ALOX15B inhib: -11%; PNC assembly inh: 29

Results for O=C(c1ccc(CNS(=O)(=O)c2ccccc2)cc1)N1CCN(c2ccccn2)CC1 ?
IMPase inh: 3; 12-hLO inh: -1%; ALOX15B inhib: 2%; PNC assembly inh: inconclusive

Results for Cc1ccc(NN=Nc2nc3c([nH]2)c(=O)n(C)c(=O)n3C)cc1 ?
IMPase inh: 7; 12-hLO inh: -5%; PNC assembly inh: -17

Results for Cn1c(C23CC4CC(CC(C4)C2)C3)n[nH]c1=S ?
12-hLO inh: 0%; PNC assembly inh: inconclusive

Results for COC(=O)N(NC(=O)C(O)(c1ccccc1)c1ccccc1)c1ccccc1 ?
IMPase inh: -4; 12-hLO inh: 3%; PNC assembly inh: inconclusive

Results for CCn1c(-c2csc(-c3ccccc3)n2)n[nH]c1=S ?
IMPase inh: -18; 12-hLO inh: -6%; ALOX15B inhib: -7%; PNC assembly inh: -12

How did Cc1ccc(S(=O)(=O)N2CCN(C3CCN(Cc4ccccc4)CC3)CC2)cc1 do in these assays?
IMPase inh: 31[activator]; 12-hLO inh: -3%; ALOX15B inhib: 37%[activator]; PNC assembly inh: 23

How did COC(=O)N/N=C/c1c(C)nn(-c2cccc(Cl)c2)c1Cl do in these assays?
IMPase inh: -7; 12-hLO inh: -2%; PNC assembly inh: -94*

What do the screens show for `Cc1ccc(Cl)cc1N1CCN(C(=O)c2ccc(NS(=O)(=O)c3c(C)noc3C)cc2)CC1`?
IMPase inh: 5; 12-hLO inh: -13%; ALOX15B inhib: 5%; PNC assembly inh: 0

How did COC(=O)c1cc(OC)c(OC)cc1NC(=O)CSc1nnnn1Cc1ccccc1 do in these assays?
IMPase inh: -1; 12-hLO inh: -5%; ALOX15B inhib: 2%; PNC assembly inh: 21

Results for CCc1cc(=O)oc2cc(C)cc(OCc3nn[nH]n3)c12 ?
IMPase inh: 1; 12-hLO inh: -3%; ALOX15B inhib: -8%; PNC assembly inh: inconclusive

Results for CCC1(C)N=C(c2ccc3c(c2)OCO3)CC(c2ccccc2O)N1 (stereo not given) ?
IMPase inh: -5; 12-hLO inh: -11%; ALOX15B inhib: -1%; PNC assembly inh: 24

Results for Cc1cc(=O)n2nc(N3CCCC(C(=O)NCCCN4CCc5ccccc5C4)C3)sc2n1 (stereo not given) ?
IMPase inh: 22; 12-hLO inh: -3%; ALOX15B inhib: 13%; PNC assembly inh: 10

Results for CN1C(=O)C[C@H](c2ccccc2)C1=O ?
IMPase inh: -2[20.6 µM]; 12-hLO inh: -1%[25.6 µM]; ALOX15B inhib: 0%[25.6 µM]

What do the screens show for `CC(C)CNC1=C(C(=S)Nc2ccccc2)C(=O)CC(C)(C)C1`?
12-hLO inh: -3%; PNC assembly inh: 14

What do the screens show for `COc1ccccc1NC(=O)N1c2ccc(F)cc2CCC1C` (stereo not given)?
IMPase inh: 3; 12-hLO inh: 6%; ALOX15B inhib: 26%; PNC assembly inh: 11

What do the screens show for `Cc1nc2ccc(NC(=S)N3CCN(c4ccccn4)CC3)cc2nc1C`?
IMPase inh: inconclusive; 12-hLO inh: -1%; PNC assembly inh: 54

What do the screens show for `O=C(Nc1ccc(Oc2ncccn2)cc1)c1ccco1`?
IMPase inh: 5; 12-hLO inh: -4%; ALOX15B inhib: 4%; PNC assembly inh: 20

Results for CCCCOC(=O)c1ccc(NC(=O)c2ccoc2C)cc1 ?
IMPase inh: 2; 12-hLO inh: -3%; ALOX15B inhib: -6%; PNC assembly inh: inconclusive

How did O=C1C(Cl)=C(N2CCCCC2)C(=O)N1c1ccccc1Cl do in these assays?
IMPase inh: 10; 12-hLO inh: -5%; ALOX15B inhib: 0%; PNC assembly inh: 20

What do the screens show for `CCOc1ccc(C(C)C)cc1S(=O)(=O)n1nc(C)cc1C`?
IMPase inh: 4; 12-hLO inh: 1%; ALOX15B inhib: -1%; PNC assembly inh: -22

Results for CCn1nc(C(=O)Nc2ccc(C)c(C)c2)c(Cl)c1Cl ?
IMPase inh: -3; 12-hLO inh: -3%; ALOX15B inhib: -1%; PNC assembly inh: -19

What do the screens show for `CCC(C)NC(=O)C1CC(c2ccc(OC)cc2)=NO1` (stereo not given)?
IMPase inh: -1; 12-hLO inh: -5%; ALOX15B inhib: 1%; PNC assembly inh: 31

What do the screens show for `Cc1ccc2sc(C)[n+](CCC(C)S(=O)(=O)[O-])c2c1` (stereo not given)?
12-hLO inh: -4%; PNC assembly inh: 7

Results for CCN(CC)C(=O)C1CCCN(c2ccc([N+](=O)[O-])cc2/C=N/NC(=O)c2cccc([N+](=O)[O-])c2)C1 (stereo not given) ?
IMPase inh: 0; 12-hLO inh: 0%; ALOX15B inhib: -25%; PNC assembly inh: 81

Results for COc1cccc(C(=O)/C=C/c2ccc(SC)cc2)c1 ?
IMPase inh: 12; 12-hLO inh: -2%; ALOX15B inhib: 13%; PNC assembly inh: 61

What do the screens show for `Cc1ccc(-n2nc(C(=O)O)c3ccccc3c2=O)cc1C`?
IMPase inh: 1; 12-hLO inh: 2%; ALOX15B inhib: 0%; PNC assembly inh: 11

What do the screens show for `C/C(=N\NC(=O)c1ccccc1)c1ccc(C)c([N+](=O)[O-])c1`?
IMPase inh: 2; 12-hLO inh: 2%; PNC assembly inh: -30

What do the screens show for `COc1cc(CNCCc2ccc(S(N)(=O)=O)cc2)ccc1OCC(=O)NC1CCCCC1`?
IMPase inh: 8; 12-hLO inh: -3%; ALOX15B inhib: 41%[activator]; PNC assembly inh: inconclusive

The closing 4 compounds of the section before lead into the next.
Results for COc1cccc(C(=O)/C=C/c2ccc(SC)cc2)c1 ?
IMPase inh: 12; 12-hLO inh: -2%; ALOX15B inhib: 13%; PNC assembly inh: 61

What do the screens show for `Cc1ccc(-n2nc(C(=O)O)c3ccccc3c2=O)cc1C`?
IMPase inh: 1; 12-hLO inh: 2%; ALOX15B inhib: 0%; PNC assembly inh: 11

What do the screens show for `C/C(=N\NC(=O)c1ccccc1)c1ccc(C)c([N+](=O)[O-])c1`?
IMPase inh: 2; 12-hLO inh: 2%; PNC assembly inh: -30

What do the screens show for `COc1cc(CNCCc2ccc(S(N)(=O)=O)cc2)ccc1OCC(=O)NC1CCCCC1`?
IMPase inh: 8; 12-hLO inh: -3%; ALOX15B inhib: 41%[activator]; PNC assembly inh: inconclusive

How did Cc1cc2cc3c(cc2nc1SCC(=O)Nc1c(C)cccc1C)CCC3 do in these assays?
IMPase inh: -1; 12-hLO inh: -3%; ALOX15B inhib: -10%; PNC assembly inh: inconclusive

How did CCc1ccc(-n2c(O)cnc2Nc2nc(C)cc(C)n2)cc1 do in these assays?
IMPase inh: 2; 12-hLO inh: 1%; ALOX15B inhib: 8%; PNC assembly inh: 15

Results for O=C(Cc1sc(Nc2ccccc2)nc1-c1ccccc1)NCc1ccccc1 ?
IMPase inh: 6; 12-hLO inh: inconclusive; PNC assembly inh: inconclusive

How did CCOC(=O)N1CCN(C(=O)Cc2ccsc2)CC1 do in these assays?
IMPase inh: -2; 12-hLO inh: 6%; PNC assembly inh: 41
